High-throughput results from PubChem BioAssay.
EPAC2 ag – qHTS for Agonist of cAMP-regulated guanine nucleotide exchange factor 4 (EPAC2): primary screen; Rap guanine nucleotide exchange factor 4 (Homo sapiens), Q8WZA2; EPAC2 activation, biochemical qHTS; response scale: 100% = 6.5 mM cAMP response; Potency, µM (highest dose often 154 µM), inactives show at the top dose activation, most hits filed as activators; 0.079% of 360,000 active; AID 720711, 2013; note: potency is the fitted concentration of half-maximal effect; nearly all actives have a fitted effect of over 50% in size
Target sequence (Q8WZA2 whole entry, looked up): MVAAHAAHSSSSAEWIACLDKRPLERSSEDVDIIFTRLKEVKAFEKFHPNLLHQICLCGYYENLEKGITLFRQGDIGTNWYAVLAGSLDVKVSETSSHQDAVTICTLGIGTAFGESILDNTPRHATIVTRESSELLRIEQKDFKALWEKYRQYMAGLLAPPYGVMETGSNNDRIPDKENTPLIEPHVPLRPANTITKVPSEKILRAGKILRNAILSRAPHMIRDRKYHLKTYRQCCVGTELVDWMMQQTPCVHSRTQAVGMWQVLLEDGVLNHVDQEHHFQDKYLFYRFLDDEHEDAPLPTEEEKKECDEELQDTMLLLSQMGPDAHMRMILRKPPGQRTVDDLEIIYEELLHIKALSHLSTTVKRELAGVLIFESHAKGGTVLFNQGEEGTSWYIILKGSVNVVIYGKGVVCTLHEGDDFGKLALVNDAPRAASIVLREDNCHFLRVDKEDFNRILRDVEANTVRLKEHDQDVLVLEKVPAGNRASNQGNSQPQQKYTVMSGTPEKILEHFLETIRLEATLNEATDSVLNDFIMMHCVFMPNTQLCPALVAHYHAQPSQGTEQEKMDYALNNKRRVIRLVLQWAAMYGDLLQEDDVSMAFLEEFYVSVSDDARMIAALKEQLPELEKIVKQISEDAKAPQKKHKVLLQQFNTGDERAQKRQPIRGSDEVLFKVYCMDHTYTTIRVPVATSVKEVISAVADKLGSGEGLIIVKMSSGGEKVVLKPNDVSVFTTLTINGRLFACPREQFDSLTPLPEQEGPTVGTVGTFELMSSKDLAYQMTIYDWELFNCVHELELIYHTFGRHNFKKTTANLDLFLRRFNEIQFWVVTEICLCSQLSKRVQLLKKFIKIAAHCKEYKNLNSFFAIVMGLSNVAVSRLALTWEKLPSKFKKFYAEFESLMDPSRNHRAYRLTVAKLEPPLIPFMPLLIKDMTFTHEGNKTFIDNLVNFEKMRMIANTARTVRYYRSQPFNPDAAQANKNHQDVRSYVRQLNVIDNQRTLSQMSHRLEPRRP
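In this primary screen, activation is scored as increased exchange of BODIPY-GDP from Rap1B by 100 nM EPAC2, with 50 uM GDP as competitor. Signal is normalized to the 6.5 mM cAMP agonist control.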
WRN helicase inh – qHTS for Inhibitors of WRN Helicase | WRN helicase unwinding, fluorescent forked duplex, kinetic | Potency, µM (doses to about 114 µM), for inactives: at the top dose activity change, negative = inhibition, actives largely listed as inhibitors | 0.46% of 360,000 active | AID 651768, 2012; note: potency is the fitted concentration of half-maximal effect; % is set by controls: 0 for no effect and ±100 for the full control effect; nearly all actives have a fitted effect of over 55% in size
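Screening of the MLSMR collection measured strand separation of a quenched forked DNA duplex (100 nM) by 20 nM WRN with 2 mM ATP, all final. Compounds were preincubated with enzyme 15 min at room temperature.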
IL-2 act – qHTS of IL-2 Activators | activation, % (series mostly up to about 46 µM) | 0.065% of 360,000 active | IL-2 activation reporter assay, cell-based qHTS; stimulated with anti-CD3/CD4/CD28 beads; in transgenic mouse T cells | AID 652025, 2013; in the data active = activation above about 50%; inconclusive = mostly about 30% to 49%; note: 0% is about no effect
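Unstimulated transgenic mouse T cells; 60-min compound exposure; bead-based TCR/CD4/CD28 stimulation; 18 h culture, 37 degrees C; dual fluorescence (EGFP, DsRed) plate cytometry.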
PLK1 PBD block – qHTS for Inhibitors of PLK1-PDB (polo-like kinase 1 - polo-box domain): Primary Screen; Serine/threonine-protein kinase PLK1 (Homo sapiens), P53350; Plk1 PBD binding of FITC phosphopeptide, fluorescence polarization; Potency, µM, for the others: max response, negative = inhibition, usual class: inhibitors; 2.8% of 360,000 active; note: potency is the fitted concentration of half-maximal effect; series mostly up to about 57 µM; % is set by controls: 0 for no effect and ±100 for the full control effect; nearly all actives have a fitted effect of over 65% in size
CCT modulator – High-Throughput Screening for Modulators of Cytosolic Chaperonin Activity; purified chaperonin ATPase assay, HTRF ADP detection, 30 min; activity change, % (no concentration beside the values), hits read low; 0.3% of 360,000 active; AID 651819, 2012; in the data active = activity change below about -30%; note: % is set by controls: 0 for no effect and ±100 for the full control effect
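ATPase activity: ADP formed was measured by HTRF Transcreener (665/615 nm ratio) after 30 min at 37 deg C with 10 uM ATP. Compounds screened at one 76 uM concentration against 40 or 20 nM TRiC in Tris pH 7.4/KCl/MgCl2/DTT buffer.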
PI5P4K alpha inh – qHTS for Inhibitors of phosphatidylinositol 5-phosphate 4-kinase (PI5P4K) | Phosphatidylinositol 5-phosphate 4-kinase type-2 alpha (Homo sapiens), P48426 | PI5P4Kalpha enzyme, ADP-Glo luminescence, 60 min; stronger effect = lower value | max response, % | 1.2% of 330,000 active; active = max response of -50% or lower; inconclusive = between -30% and -50%; inactive = -30% or higher; note: value at the top dose of about 77 µM; % is set by controls: 0 for no effect and ±100 for the full control effect
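Single end-point luminescence (ADP-Glo) quantified ADP from PI5P4Kalpha turnover; ATP 5 microM final, 1 h at RT, 0.1% CHAPS and 0.28 mM EGTA in HEPES pH 7.4.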
EPAC1 ag – qHTS for Agonist of cAMP-regulated guanine nucleotide exchange factor 3 (EPAC1): primary screen; Rap guanine nucleotide exchange factor 3 (Homo sapiens), O95398; EPAC1 agonist qHTS, biochemical assay; response scale: 100% = response to 6.5 mM cAMP; Potency, µM (highest dose often 154 µM), inactives show top-dose activation, usual class: activators; 0.073% of 360,000 active; note: potency is the fitted concentration of half-maximal effect; nearly all actives have a fitted effect of over 60% in size
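EPAC1 100 nM, Rap1B–BODIPY-GDP 250 nM, unlabeled GDP 50 uM; compound titration; 5 min RT; kinetic read ex480/em540 at 5-min intervals ×30 min; data normalized to 6.5 mM cAMP agonist control.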
EPAC1 antagonist – qHTS for Antagonist of cAMP-regulated guanine nucleotide exchange factor 3 (EPAC1): primary screen; 0.14% of 360,000 active; Rap guanine nucleotide exchange factor 3 (Homo sapiens), O95398; EPAC1 GEF assay, Rap1b-BODIPY-GDP exchange fluorescence; Potency, µM (top dose mostly 115 µM), without a hit: at the highest dose activity change, negative = inhibition, actives largely listed as inhibitors;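 note: potency is the fitted concentration of half-maximal effect; plate controls were vehicle for no effect and positive control for full effect; nearly all actives have a fitted effect of over 50% in size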
* = called active by the depositor; ? = inconclusive; / = not tested or not shown; [ ] = remark or other dose. Unless noted, calls come from the whole dose curve; as a rule, active = well fitted curve in the direction sought with a large enough effect; inconclusive = small, poorly fitted or top-dose-only effect, or another doubt; inactive = no such curve, though single readings can be large; an effect the other way counts as inactive or inconclusive. This is a subset; count on the stated rates, not on these rows.

SMILES	EPAC2 ag	WRN helicase inh	IL-2 act	PLK1 PBD block	CCT modulator	PI5P4K alpha inh	EPAC1 ag	EPAC1 antagonist
O=[N+]([O-])c1ccc(-c2ccc(/C=N/c3c(-c4ccco4)nc4ccccn34)o2)cc1	1%	-7%	-0.6	-17%	-0.2	/	2%	15%
O=C(CCNC(=O)c1ccc(Cl)cc1)NCCCN1CCOCC1	-9%	7%	-0.2	3%	-0.5	-1	-3%	1%
CN(C)/C=N/c1nc(-c2ccc3ccccc3c2)cs1	18%	-8%	-1.1	-4%	-2.9	1	9%	-21%
COCCNC(=O)C1(C)CCN(C(=O)c2ccc(OC)c(F)c2)C1 (stereo unspecified)	-2%	8%	-0.4	5%	1.2	2	3%	-14%
C#CCNc1ccc([N+](=O)[O-])cc1	-2%	-28%[57.1 µM]	-5.0	-10%	-1.9	1	1%	-5%
COC(=O)c1ccccc1NC(=O)CN(C1CCCCC1)S(C)(=O)=O	1%	-1%	2.0	-3%	-3.7	0	-1%	2%
CCOC(=O)C1CCN(Cc2ccc(OC)cc2OC)CC1	10%	-2%	-2.5	-7%	-1.5	/	3%	16%
CCOC(=O)C1CCN(Cc2cccc(Oc3ccc(Cl)cc3)c2)CC1	15%	5%	1.1	7%	0.0	2	-4%	5%
COc1ccc(C2CC(=O)C(C3NCCc4ccccc43)=C(O)C2n2cncn2)cc1 (stereo unspecified)	-1%	-7%	1.8	-5%	-0.5	1	5%	?
COC(=O)c1sc(NC(=S)NC(=O)c2cccc(Br)c2)nc1C	-8%	3%	3.9	-11%	-1.0	-3	3%	-21%
CC(=O)C1=C(O)C(=O)N(Cc2ccccc2)C1c1ccc(Cl)cc1 (stereo unspecified)	3%	-3%	0.2	-14%	-5.6	3	5%	-7%
CC(=O)Nc1ccc(-c2ccnc3c2CC(C)(C(=O)NCCN(C)C)O3)cc1 (stereo unspecified)	6%	3%	0.7	-22%	-1.0	0	3%	-15%
CC1C=CCC2C(=O)N(c3ccc(OC(=O)c4cccs4)cc3)C(=O)C12 (stereo unspecified)	3%	11%	-2.6	?	-1.8	3	4%	-16%
Cc1nc2cc(Cl)c([N+](=O)[O-])cc2s1	12%	-4%	1.3	-7%	-1.4	7	-3%	4%
CN(C)CCCN(C(=O)c1ccc(S(=O)(=O)N2CCc3ccccc32)cc1)c1nc2ccc(Cl)cc2s1	18%	-33%	-3.9	-9%	-2.5	0	2%	-5%

As a working copy, four of the compounds above:
SMILES	EPAC2 ag	WRN helicase inh	IL-2 act	PLK1 PBD block	CCT modulator	PI5P4K alpha inh	EPAC1 ag	EPAC1 antagonist
CC(=O)Nc1ccc(-c2ccnc3c2CC(C)(C(=O)NCCN(C)C)O3)cc1 (stereo unspecified)	6%	3%	0.7	-22%	-1.0	0	3%	-15%
CC1C=CCC2C(=O)N(c3ccc(OC(=O)c4cccs4)cc3)C(=O)C12 (stereo unspecified)	3%	11%	-2.6	?	-1.8	3	4%	-16%
Cc1nc2cc(Cl)c([N+](=O)[O-])cc2s1	12%	-4%	1.3	-7%	-1.4	7	-3%	4%
CN(C)CCCN(C(=O)c1ccc(S(=O)(=O)N2CCc3ccccc32)cc1)c1nc2ccc(Cl)cc2s1	18%	-33%	-3.9	-9%	-2.5	0	2%	-5%

Next part.
SMILES	EPAC2 ag	WRN helicase inh	IL-2 act	PLK1 PBD block	CCT modulator	PI5P4K alpha inh	EPAC1 ag	EPAC1 antagonist
CC1CCCC(C)N1C(=O)CN1C(=O)C(C)(C)Oc2ccc(C(=O)NC3CCCCC3)cc21 (stereo unspecified)	3%	-1%	-1.9	2%	-2.5	/	5%	-2%
COCCN(C(=O)c1ccco1)c1nnc(-c2ccc(OC)c(OC)c2)s1	0%	-5%	-0.2	-2%	0.0	-6	0%	-13%
C/C(=N\NC(=O)CSc1nnc(C)s1)c1ccc(O)cc1	10%	7%	-0.4	-2%	1.2	4	-1%	17%
O=[N+]([O-])c1ccc(N=NNc2ccc([N+](=O)[O-])cc2)cc1	2%	-7%	0.2	7%	-4.4	0	1%	-6%
COc1ccccc1-n1cnc2cc(NC(C)=O)ccc21	4%	4%	-1.7	-4%	-2.4	0	-7%	3%
CC(OC(=O)c1ccc2noc(-c3ccccc3)c2c1)C(N)=O (stereo unspecified)	13%	1%	-0.2	-16%	-0.9	-18	11%	12%
CCOC(=O)c1c(-c2ccc(OC)cc2)csc1NC(=O)C1CCCO1 (stereo unspecified)	10%	-8%	-3.8	9.5µM*	0.6	4	16%	-7%
O=S1(=O)N=C2CCCCCN2C(c2ccc(F)cc2)N1 (stereo unspecified)	1%	12%	1.3	1%	0.7	4	-3%	-8%
CC(C)OC(=O)C(C)Oc1ccc(C(=O)NCCc2ccccc2)cc1 (stereo unspecified)	-3%	-2%	-1.7	-7%	1.6	2	8%	15%
CCC1Oc2ccccc2N(CC(=O)NC2CC2)C1=O (stereo unspecified)	8%	-1%	-1.5	-3%	-2.0	-6	6%	7%
Cc1ccc(C)c(NC(=O)CSc2nc(C)cc(C)c2C#N)c1	6%	-7%[57.1 µM]	-0.2	6%	-2.5	/	9%	0%
O=S(=O)(c1ccccc1)N1CCN(c2ncnc3sc(-c4ccccc4)cc23)CC1	10%	-3%	1.2	-11%	0.1	-2	3%	-4%
COc1ccc(CNC(=O)CN(C(=O)c2csnn2)c2cccc3ccccc23)cc1	4%	0%[57.1 µM]	0.4	5%	1.5	2	-9%	-17%
CN(CCN1CCOCC1)Cc1nc(-c2cccs2)no1	6%	-6%	0.1	-3%	1.5	-2	6%	7%
CCOC(=O)c1c(NC(C)=O)sc2c(O)c(Br)ccc12	4%	-9%	0.6	-4%	-3.1	/	11%	6%
CSc1nc(C)nc(N/C=C(\C#N)S(=O)(=O)c2ccccc2Cl)n1	-4%	6%	-4.1	-9%	1.3	-6	2%	11%
CCN(CC)Cc1ccccn1	-5%	-3%	1.8	3%	1.4	-1	2%	-5%
Cc1ccc(S(=O)(=O)n2cnc3cc([N+](=O)[O-])ccc32)cc1C	1%	-1%	-0.5	-12%	-3.8	5	2%	-7%
CN(C(=O)c1cccc(NC(=O)Cc2ccc(NC(=O)C3CCN(C(=O)C4CCCC4)CC3)cc2)c1)C1CC1	1%	9%	0.3	1%	0.1	-8	-12%	6%
Cc1ccc(C(=O)c2oc3ccccc3c2N)cc1	14%	-9%	0.4	-1%	-0.8	2	5%	-25%
Cc1ccccc1NC1=C(C(=O)c2ccccc2)N(C)S(=O)(=O)c2ccccc21	8%	-1%	-2.7	1%	0.3	6	9%	9%
c1ccc(CSCc2nc3ccccc3[nH]2)cc1	7%	-8%	-0.1	-8%	2.1	4	-2%	6%
CCCc1cc(=O)oc2c(CNc3ccc(OCC)cc3)c(O)ccc12	23%	-2%	-0.1	-9%	0.5	-22	-6%	-8%
COc1ccc(C)cc1NS(=O)(=O)c1cccc2nonc12	-1%	-17%	4.3	-5%	-0.4	-6	-5%	-8%
COc1ccc(N2C[C@H](CSC)[C@@H](CC(=O)Nc3ccccc3)C2=O)cc1	4%	-4%	-2.5	3%	-1.2	2	-3%	-7%
O=C(COc1ccc(F)cc1)N1CCC(c2ccccc2)C1 (stereo unspecified)	14%	8%	1.3	-7%	-3.4	/	5%	36%[activator]
Cc1cccc(-n2cccc2)c1C#N	7%	5%	-2.1	-1%	-2.5	/	-5%	-1%
CC1=C(C)CC(C(=O)c2ccccc2)C(C(=O)O)C1 (stereo unspecified)	-7%	-10%	0.8	-3%	-2.0	/	0%	7%
C[C@@]12CCC3[C@@](CCC4[C@@]3(C)CCC[C@@]4(C)C(=O)Nc3ccc(Cl)cc3)(CC1=O)C2 (stereo partly specified)	4%	-1%	0.0	-3%	-0.7	8	-7%	-7%
O=C(CSc1nn(-c2ccccc2)c(=S)s1)NC1CCS(=O)(=O)C1 (stereo unspecified)	2%	4%	2.6	-4%	-2.3	-6	14%	-5%
Cc1ccc(C)c(OCc2cc(C(=O)N(C)Cc3nccs3)no2)c1	1%	-4%	0.0	-1%	-0.8	2	-12%	-22%
O=[N+]([O-])C(=C1SCCS1)C(=C(Cl)Cl)N1CCCCC1	12%	-2%	-0.4	0%	-1.0	12	10%	3%
CCc1nc(NC(C)(C)C)c2cnn(-c3ccccc3)c2n1	10%	10%	-0.3	0%	3.2	26	-4%	-3%
CCn1c(NC(C)=O)nc2ccccc21	3%	2%	1.9	-5%	-4.0	2	0%	-3%
C/C(=N\N1CCN(c2ccccc2)CC1)c1ccccc1O	-4%	1%	0.0	-3%	0.0	-5	0%	-7%
COc1ccc(/C=C/C(=O)NCc2cn(C)nc2C)cc1COc1ccc(Cl)cc1Br	1%	0%	-4.3	-8%	0.7	/	12%	8%
O=C(NCCc1ccc(F)cc1)c1ccc(NS(=O)(=O)c2ccc3[nH]c(=O)[nH]c3c2)cc1	-10%	2%	3.3	2%	-0.3	-3	1%	-6%
Cc1cc(OCC(O)CN2CCOCC2)cc(C)c1Cl (stereo unspecified)	8%	-30%	0.0	-10%	-2.9	-2	8%	3%
Fc1cccc(Cl)c1/C=C/c1cnc2ccccc2n1	5%	1%	0.1	-13%	0.5	3	-9%	0%
CCOC(=O)[C@@H]1[C@H]2COc3cc(OC)ccc3[C@@H]2N2C(=O)N(c3ccc(C)cc3)C(=O)[C@]12C	17%	-11%	-0.6	-6%	2.1	8	11%	-10%
Cn1c(=O)[nH]c(=O)c2c1nc(N1CCCCC1)n2C/C=N/Nc1ccc(C(=O)O)cc1	-2%	-1%	-1.4	-23%	-5.2	1	11%	-12%
CN(C(=O)CSc1nccc(=O)[nH]1)C1CCCCC1	-1%	-7%	0.8	-13%	0.5	14	1%	7%
COc1ccc(-c2[nH]ncc2/C=C(\C#N)C(=O)NC2CC2)cc1	-7%	-7%	-0.5	3%	2.3	-12	5%	0%
CC(C)OC(=O)c1cccc(C(=O)Oc2ccc(Br)cc2)n1	2%	-6%	-2.0	-18%	-3.4	/	0%	8%
CSc1cccc(NC(=O)CCCOc2ccccc2)c1	17%	-30%[57.1 µM]	0.3	6%	-0.7	7	16%	-3%
